# Screens: PubChem BioAssay, Broad Institute
# Cneo AK release: Cryptococcus neoformans cell lysis inducers, primary screen, AK release luminescence, single concentration; C. neoformans lysis, adenylate kinase release luminescence, 4 h; normalised: neutral wells 0, clomiphene wells 100; lysis activity, % at 15 µM; hit rate 0.2% among 360,000;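 active = mean lysis activity across replicates of at least 80%, whatever share of replicates individually reach that level; inactive = mean lysis activity below 80%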
#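 Material – log-phase Cryptococcus neoformans yeast cells · Input – 5 × 10^6 yeast cells/mL · Medium – fresh YPD growth medium · Doses – single compound concentration per well · Timing – static 4 h at 37 °C with compound, 1 h detection · Detection – adenylate kinase release luminescence · Read-out – signal increase indicating cell lysis · Control set – Clomiphene as positive lysis control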
# LGR2 inh: inhibitors of bursicon-induced LGR2 CRE-luciferase signal, primary screen, cell-based, HEK293, CRE-luciferase reporter, bursicon stimulation | hit rate 0.35% among 380,000 | inhibition, % at 9.99 µM | bursicon-stimulated, 4 h | Drosophila bursicon receptor LGR2 (rickets);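 active = drop in luminescence signal, shown as inhibition above about 50% in the replicate tests, limit read from the data, passing the limit was not always enough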;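 also: agonist challenge used bursicon conditioned medium at about half maximal strength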
# PglD inh: C. jejuni PglD acetyltransferase inhibitors, primary screen, biochemical, DTNB colorimetric, single point | UDP-N-acetylbacillosamine N-acetyltransferase PglD (Campylobacter jejuni) | purified PglD enzyme, DTNB colorimetric CoA detection | inhibition, % at 12.5 µM | hit rate 0.098% among 360,000; in the data active = inhibition above about 16%, passing the limit was not always enough; also: strong numbers were not always called active
# PGC1a acetyl inh: inhibitors of PGC1a acetylation signal, primary screen, cell-based, U2OS, AlphaScreen, inhibitor mode. AlphaScreen anti-acetyl-lysine; with virally co-expressed GCN5 acetyltransferase. inhibition, % at 15.6 µM. hit rate 0.17% among 350,000;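 active = every replicate shows inhibition of at least 40%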;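 also: 0% = neutral control wells and 100% = positive control wells; some results beyond the cut were filed as inactive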
# GSIS activator: GLuc luminescence reporter in INS-1E cells, primary screen for activators of glucose-dependent secretion of insulin | INS-1E GLuc reporter insulin secretion, 2-3 h | activation, % at 16.6 µM | hit rate 0.61% among 370,000 | AID 743287, 2014;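 active = lowest replicate activation of at least 40%, so every replicate reaches that level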;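 also: 0% = median of neutral control wells and 100% = median of IBMX positive control wells; some compounds called inactive have numbers as strong as hits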
# ARNT TACC3 PPI: disruptors of ARNT/TACC3 protein interaction, primary screen, biochemical, AlphaScreen, single concentration. Transforming acidic coiled-coil-containing protein 3 (Homo sapiens), Q9Y6A5. AlphaScreen His-ARNT PAS-B/GST-TACC3 binding, luminescence; TACC3 fragment carries E629A point mutation. inhibition, % at 9.99 µM. hit rate 0.66% among 390,000;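 active = mean inhibition of replicates at least 50% and at least half of replicates each reaching 50%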;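 also: 0% = complete ARNT plus TACC3 wells and 100% = ARNT alone without TACC3; many hits fall short of the cut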
# C2C12 statin: suppressors of statin myotoxicity in C2C12 myotubes, primary screen, cell-based, single point, plate reader; hit rate 0.78% among 330,000; rescue of ATP level, % at 7.49 µM; AID 602340, 2012; C2C12 myotubes + simvastatin, ATP luminescence, 48 h; scaled: DMSO 0, geranylgeraniol control 100;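 active = mean ATP rescue above about 67%, or every replicate alone reaching that limit, limit read from the data, passing the limit was not always enough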;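 also: myotubes were challenged with 10 µM simvastatin during compound exposure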
# PAX8 reporter: inhibitors of PAX8-driven TPO luciferase reporter, primary screen, RMG-I cells, single concentration | SteadyGlo, 24 h | inhibition, % at 12.6 µM | hit rate 1.2% among 360,000 | AID 652154, 2013;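 active = mean replicate inhibition at least 60% with every replicate also reaching 60%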;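 also: luciferase light reporting Pax8 driven TPO promoter activity; plate controls were median of neutral control wells for no effect and mitoxantrone controls for full effect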
# Active calls of the source: *; . = no result given.
# Preview (two entries):
molecule	ARNT TACC3 PPI	LGR2 inh	C2C12 statin	Cneo AK release	GSIS activator	PGC1a acetyl inh	PAX8 reporter	PglD inh
O=C(O)c1ccc(NC(=O)c2cccc(C(=O)Nc3ccc(C(=O)O)cc3)n2)cc1	-2	-7	-1	3	19	9	2	3
O=C(Nc1ccc(OC(F)(F)F)cc1)c1ccc2c(c1)no[n+]2[O-]	7	-52	.	.	.	28	-34	.

# Results, previewed entries included:
molecule	ARNT TACC3 PPI	LGR2 inh	C2C12 statin	Cneo AK release	GSIS activator	PGC1a acetyl inh	PAX8 reporter	PglD inh
O=C(O)c1ccc(NC(=O)c2cccc(C(=O)Nc3ccc(C(=O)O)cc3)n2)cc1	-2	-7	-1	3	19	9	2	3
O=C(Nc1ccc(OC(F)(F)F)cc1)c1ccc2c(c1)no[n+]2[O-]	7	-52	.	.	.	28	-34	.
CCC12CN3CCN(CC(C3)/C1=N\NC(=O)c1ccc(Cl)cc1)C2	-6	-19	0	2	-14	8	-9	5
COc1ccc(NC(=O)Nc2ccc3c(c2)C(=O)N([C@@H](C)CO)C[C@H](C)[C@H](CN(C)C(=O)CCCN(C)C)OCCCC[C@H](C)O3)cc1	1	-5	.	1	21	5	.	0
Cc1noc(C)c1NC(=O)Nc1ccc2c(c1)CC(=O)N([C@@H](C)CO)C[C@H](C)[C@@H](CN(C)Cc1ccc(Cl)c(Cl)c1)O2	-4	-10	23	0	-5	1	-10	-3
CCOc1ccc(C2C3=C(Nc4nc(N)[nH]c(=O)c42)c2ccccc2C3=O)cc1 (stereo not drawn)	21	-24	.	4	5	5	23	-3
CC(C(=O)OCC(=O)c1ccccc1)N1C(=O)c2ccccc2C1=O (stereo not drawn)	-3	15	.	.	6	2	5	.
Cc1ccc(-n2nc(C(=O)NCc3ccco3)c3c4ccccc4n(C)c3c2=O)cc1	-3	.	-33	-4	.	-8	.	4
O=C(c1ccco1)N1CCN(S(=O)(=O)c2ccc(Cl)cc2)CC1	3	16	9	2	3	-25	11	2
COC(=O)c1cc(OC)c(OC)cc1NC(=S)NC(=O)c1ccco1	0	13	-16	-1	.	-28	13	2
CC(=O)NC(c1cccc(F)c1)c1nc(-c2cccc(F)c2)cs1 (stereo not drawn)	.	-4	4	0	22	-7	-6	1
O=C(CCCC(=O)NN=Cc1ccc(Cl)cc1Cl)NN=Cc1ccc(Cl)cc1Cl	2	-6	-2	-1	.	0	7	-8
CC(C)NC(=O)N(C)C[C@H]1Oc2ncc(-c3ccccc3F)cc2C(=O)N([C@@H](C)CO)C[C@H]1C	-7	12	0	-1	24	11	.	4
COc1cccc(C(=O)Nc2ccc3c(c2)OC[C@@H](C)N(C(C)=O)C[C@@H](C)[C@@H](OC)CN(C)C3=O)c1	0	0	-2	-1	-5	2	-4	0
COc1ccccc1Oc1ccc2c(c1)C(=O)N(CC(=O)O)C2=O	-5	-8	13	0	-2	.	.	7
CCn1c(Cc2ccccc2)nnc1SCc1nc2ccccc2c(=O)[nH]1	-8	-4	1	-2	1	-16	.	-1

# An excerpt of these results, with values under each structure.
# The line under a structure holds: ARNT TACC3 PPI, LGR2 inh, C2C12 statin, Cneo AK release, GSIS activator, PGC1a acetyl inh, PAX8 reporter, PglD inh
> O=C(Nc1ccc(OC(F)(F)F)cc1)c1ccc2c(c1)no[n+]2[O-]
 : 7, -52, ., ., ., 28, -34, .
> CCC12CN3CCN(CC(C3)/C1=N\NC(=O)c1ccc(Cl)cc1)C2
 : -6, -19, 0, 2, -14, 8, -9, 5
> COc1ccc(NC(=O)Nc2ccc3c(c2)C(=O)N([C@@H](C)CO)C[C@H](C)[C@H](CN(C)C(=O)CCCN(C)C)OCCCC[C@H](C)O3)cc1
 : 1, -5, ., 1, 21, 5, ., 0
> Cc1noc(C)c1NC(=O)Nc1ccc2c(c1)CC(=O)N([C@@H](C)CO)C[C@H](C)[C@@H](CN(C)Cc1ccc(Cl)c(Cl)c1)O2
 : -4, -10, 23, 0, -5, 1, -10, -3
> CCOc1ccc(C2C3=C(Nc4nc(N)[nH]c(=O)c42)c2ccccc2C3=O)cc1 (stereo not drawn)
 : 21, -24, ., 4, 5, 5, 23, -3
> CC(C(=O)OCC(=O)c1ccccc1)N1C(=O)c2ccccc2C1=O (stereo not drawn)
 : -3, 15, ., ., 6, 2, 5, .
> Cc1ccc(-n2nc(C(=O)NCc3ccco3)c3c4ccccc4n(C)c3c2=O)cc1
 : -3, ., -33, -4, ., -8, ., 4
> O=C(c1ccco1)N1CCN(S(=O)(=O)c2ccc(Cl)cc2)CC1
 : 3, 16, 9, 2, 3, -25, 11, 2
> COC(=O)c1cc(OC)c(OC)cc1NC(=S)NC(=O)c1ccco1
 : 0, 13, -16, -1, ., -28, 13, 2
> CC(=O)NC(c1cccc(F)c1)c1nc(-c2cccc(F)c2)cs1 (stereo not drawn)
 : ., -4, 4, 0, 22, -7, -6, 1
> O=C(CCCC(=O)NN=Cc1ccc(Cl)cc1Cl)NN=Cc1ccc(Cl)cc1Cl
 : 2, -6, -2, -1, ., 0, 7, -8
> CC(C)NC(=O)N(C)C[C@H]1Oc2ncc(-c3ccccc3F)cc2C(=O)N([C@@H](C)CO)C[C@H]1C
 : -7, 12, 0, -1, 24, 11, ., 4

# Further results:
molecule	ARNT TACC3 PPI	LGR2 inh	C2C12 statin	Cneo AK release	GSIS activator	PGC1a acetyl inh	PAX8 reporter	PglD inh
O=C(CCCN1C(=O)/C(=C\c2cccs2)SC1=S)Nc1cccc(C(=O)O)c1	-13	-39	.	.	1	.	7	.
CCOC(=O)N(C)c1c(CC)nc2c(OCc3ccccc3)cccn12	.	8	17	7	12	2	19	2
Cc1ccc(C)c(Cn2c(C)nc3c(sc(=S)n3-c3ccccc3)c2=O)c1	4	.	2	2	-1	-9	-28	-3
C[C@H]1CN([C@@H](C)CO)C(=O)Cc2cc(NC(=O)c3ccncc3)ccc2O[C@H]1CN(C)Cc1ccccc1	5	21	5	-7	12	.	-1	3
CCOc1ccc(-c2nnn(CC(=O)c3ccc4c(c3)OCCO4)n2)cc1OCC	-2	-11	-1	3	7	-6	.	-2
COc1ccc(N2C(=O)CC(c3ccc([N+](=O)[O-])cc3)C2=O)cc1 (stereo not drawn)	-2	3	0	4	0	-1	2	1
CC1(C)OC2COC(c3[nH]nc4c(=O)[nH]c(=O)[nH]c34)C2O1 (stereo not drawn)	.	-23	4	0	24	2	-5	3
CCOc1ccccc1C=Nc1ccccc1C(=O)Nc1ccccc1	-2	2	.	.	21	.	-9	.
Cc1ccc(C(=O)NCCC(=O)N2CCC3(CC2)NCCc2[nH]cnc23)cc1C	-11	2	5	0	-3	9	-25	-2
CC(=O)Nc1cccc(/C(C)=N/NC(=O)c2ccc(Cl)cc2Cl)c1	12	14	.	.	-6	-9	-14	.
CC(C)NC(=O)Nc1ccc2c(c1)CC(=O)N([C@H](C)CO)C[C@H](C)[C@H](CN(C)S(=O)(=O)c1ccc(Cl)cc1)O2	-12	2	-16	89*	0	4	-3	0
Cc1nonc1OCCNCc1c(C(=O)N2CCCCCCC2)nc2ccc(Cl)cn12	10	-3	-4	.	-5	3	1	.
Cc1ccc(NC(=O)CN(Cc2ccccc2)S(C)(=O)=O)cc1C	-18	-28	50	-1	-5	-6	.	7
CN1C(=O)c2cc(NC(=O)c3ccc(F)c(F)c3)ccc2OC[C@H]2O[C@H](CC(=O)N3CCCCC3)CC[C@H]21	-3	2	5	-2	-13	0	5	2
COc1cc(CCCN2C(=S)NC[C@@H]2CC2CCCCC2)cc(OC)c1OC	-2	-8	-20	7	.	-10	5	-2
O=C(NCCCl)Nc1cc([N+](=O)[O-])ccc1Cl	-1	40	.	.	19	-10	-12	.
Cc1ccc(CC(=O)Nc2ccccc2N2CCOCC2)cc1C	-9	-3	21	2	4	-17	.	3
CC1CN(S(=O)(=O)c2cccc(C(=O)N(C)C3CCN(C)CC3)c2)CC(C)O1 (stereo not drawn)	0	-5	-7	1	1	-2	-2	.
O=C(Cc1ccc(NS(=O)(=O)c2ccc(Cl)c(Cl)c2)cc1)NCCN1CCOCC1	-11	-9	8	-1	0	5	-5	-4
CC(C)(C)C(=O)CN1C(=O)NC(C)(Cc2ccc3c(c2)OCO3)C1=O (stereo not drawn)	1	9	16	1	-3	.	-6	0
CN1CCC(=C2c3ccccc3C=Cc3ccccc32)CC1	6	9	-16	1	-16	2	26	6
O=C(NCCc1ccccc1F)C(=O)Nc1nccs1	-1	.	-6	1	.	5	-52	-1
COc1ccc(CC(=O)N2CC3(C)CC2CC(C)(C)C3)cc1 (stereo not drawn)	3	16	20	-6	-12	28	.	3
CCc1c(C)nc2ncnn2c1N1CCCC(C(=O)Nc2cc(F)ccc2C)C1 (stereo not drawn)	1	.	9	0	.	3	.	1
O=C(CN1c2ccccc2Sc2ccccc21)N/N=C/c1ccc([N+](=O)[O-])cc1	-7	7	.	0	-9	-2	23	1
COCC(=O)N1C[C@H](C)[C@@H](OC)CN(C)C(=O)c2cc(NC(=O)Nc3cccc(F)c3)ccc2OC[C@H]1C	1	-4	32	-1	-5	-3	-10	0
O=C1C=C(N2CCOCC2)c2cccc3cccc1c23	.	18	-1	-1	-7	12	1	0
OCc1ccccc1N=Cc1cccnc1	3	16	4	-1	14	4	10	2
COc1ccc(NC(=O)CC(=O)Nc2ccc(OC)cc2)cc1	-8	-4	.	.	15	.	3	.
Cc1ccc(C(=O)/C=C2\NCC(C)NC2=O)cc1 (stereo not drawn)	-4	54*	-3	-8	8	-1	.	-4
CCOC(=O)c1c(-c2ccccc2)csc1NC(=O)c1ccc(S(=O)(=O)N2CCOCC2)cc1	-2	26	-12	-1	-2	.	-4	0
CC(=O)NCCNc1ccc([N+](=O)[O-])cn1	4	0	.	.	19	.	1	.
Cc1[nH]c2ccccc2c1C(=O)CSc1nccc(=O)[nH]1	10	4	.	.	-2	0	-3	.

# Compounds were not picked by outcome, and some 2.9% of all compounds hit somewhere here.
